# ASAP1 GAP inh – inhibitors of human ASAP1 ArfGAP activity; Q9ULH1; ASAP1-stimulated ARF1 GTP hydrolysis, GDP FP detection; inhibition, % at 16.5 µM; 0.19% of 360,000 active; in the data active means inhibition above about 25%;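 further: 0% = vehicle with enzyme and substrate and 100% = no enzyme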
# ADAM17 inh – ADAM17 inhibition, QFRET primary screen | P78536 | recombinant ADAM17, EDANS/DABCYL FRET peptide cleavage | inhibition, % at 6.95 µM | 0.83% of 370,000 active;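 active means inhibition above the mean of compounds lying between control limits plus 3 SD, set per campaign, cut at about 8.5% in these data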;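 further: 0% = DMSO-only wells as the low control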
# Tn6 DDE FP – disrupts Tn6 cyclic peptide binding to fibrin D-Dimer-E complex | AID 720509 | P02675 | Fibrin DD(E) TRITC-Tn6 fluorescence polarization displacement | inhibition, % at 8.3 µM | 0.21% of 370,000 active;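 active means inhibition above a per-campaign cutoff: mean of compounds within control limits plus 3 SD, cut at about 15% in these data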;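 further: 0% = median of all compound wells on the plate and 100% = blocking peptide control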
# PLC-gamma1 inh – blocks human PLC-gamma1 enzyme activity; P19174; purified PLC-gamma1, fluorogenic substrate, fluorescence; inhibition, % at 12.2 µM; 0.84% of 370,000 active; in the data active means inhibition above about 9.5%
# PLC-beta3 inh – PLC-beta3 (human) inhibition, primary screen; 0.18% of 370,000 active; Purified PLC-beta3, fluorogenic substrate, fluorescence; Q01970; AID 720704; inhibition, % at 12.2 µM; in the data active means inhibition above about 11%;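 further: 0% = median of compound wells on plate and 100% = full blocker control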
# SIAE inh – blocks human sialic acid acetylesterase; Q9HAT2; SIAE FP-Rh probe binding, fluorescence polarization; inhibition, % at 9.66 µM; 0.69% of 370,000 active; AID 1053197;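 active means inhibition above a cutoff: mean of compounds within the control limits plus 3 SD of those, cut at about 17% in these data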;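 further: 0% = plate median of compound wells and 100% = probe without SIAE protein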
# Target sequence (Q9HAT2 whole entry, looked up): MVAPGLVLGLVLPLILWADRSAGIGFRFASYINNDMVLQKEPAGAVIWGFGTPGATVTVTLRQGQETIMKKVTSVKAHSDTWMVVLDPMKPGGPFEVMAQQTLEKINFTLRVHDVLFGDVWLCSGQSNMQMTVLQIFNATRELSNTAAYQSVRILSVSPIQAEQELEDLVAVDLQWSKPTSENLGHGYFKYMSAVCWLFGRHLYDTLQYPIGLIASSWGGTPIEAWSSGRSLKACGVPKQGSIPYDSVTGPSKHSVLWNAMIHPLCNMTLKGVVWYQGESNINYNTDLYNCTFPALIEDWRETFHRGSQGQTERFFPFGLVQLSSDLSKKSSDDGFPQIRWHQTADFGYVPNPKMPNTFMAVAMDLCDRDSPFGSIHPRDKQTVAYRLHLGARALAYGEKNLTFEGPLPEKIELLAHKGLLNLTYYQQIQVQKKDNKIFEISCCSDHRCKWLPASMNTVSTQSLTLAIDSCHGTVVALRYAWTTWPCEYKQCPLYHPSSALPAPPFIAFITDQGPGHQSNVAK
# Tn7 DDE FP – disrupts Tn7 cyclic peptide binding to fibrin D-Dimer-E complex; P02675; FP displacement of FITC-Tn7 peptide from fibrin DD(E); 0% = median of compound wells per plate; inhibition, % at 8.3 µM; 0.13% of 370,000 active; AID 720508;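 active means inhibition above the mean of compounds falling within the control limits plus 3 SD of them, cut at about 14% in these data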;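 further: 0% = plate median of compound wells and 100% = 10 µM Aha-Tn7 peptide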
#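 Assay system: Fibrin-DD(E) protein isolated from polymerized human fibrin clots; read-out basis: percent inhibition; medium: Tris/NaCl/CaCl2 buffer, pH 7.8; signal: FP measurement; incubation: 10 min plus 3 h, room temperature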
# TDP2 absorb – blocks human TDP2 phosphodiesterase activity; O95551; recombinant TDP2, T5PNP hydrolysis, p-nitrophenol absorbance 415 nm; inhibition, % at 12.8 µM; 0.34% of 370,000 active;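 active means inhibition above the mean of all tested compounds plus 3 SD, set per campaign, cut at about 25% in these data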;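 further: 0% = DMSO with enzyme and 100% = buffer with substrate but no TDP2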
# Target sequence (O95551 whole entry, looked up): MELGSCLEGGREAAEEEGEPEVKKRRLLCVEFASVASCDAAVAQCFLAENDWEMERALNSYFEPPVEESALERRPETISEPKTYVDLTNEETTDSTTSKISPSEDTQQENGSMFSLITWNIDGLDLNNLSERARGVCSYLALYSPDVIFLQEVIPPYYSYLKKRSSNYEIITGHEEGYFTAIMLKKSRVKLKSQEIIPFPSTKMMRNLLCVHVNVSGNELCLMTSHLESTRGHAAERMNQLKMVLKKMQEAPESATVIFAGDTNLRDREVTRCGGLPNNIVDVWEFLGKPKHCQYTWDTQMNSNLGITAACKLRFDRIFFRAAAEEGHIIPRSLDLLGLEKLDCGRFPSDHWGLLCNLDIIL
#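 System: recombinant human TDP2 / Amount: 120 nM TDP2 per well / Also added: 5 mM T5PNP chromogenic substrate / Doses: 12.8 µM single point, 1% DMSO / Incubation: 2 h at 37 °C / Detection: p-Nitrophenol epi absorbance / Evaluation: % inhibition relative to enzyme-containing and enzyme-free wells / Repeats: singlicate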
# ADAM10 inh – inhibitors of human ADAM10; recombinant ADAM10, EDANS/DABCYL FRET peptide cleavage, 3 h; inhibition, % at 7 µM; 0.62% of 370,000 active;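 active means inhibition above a per-campaign cutoff equal to the mean of compounds falling between control-based bounds plus 3 SD, cut at about 20% in these data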;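 further: 0% = DMSO wells while the 100% control is not disclosed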
# ARFGAP1 inh – rat ARFGAP1 inhibition; Q62848; Arfgap1-stimulated ARF1 GTP hydrolysis, GDP FP detection; inhibition, % at 16.5 µM; 0.26% of 360,000 active; AID 651572;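 active means inhibition above a per-plate limit, mean inhibition of low control wells plus 3 SD, cut at about 25% in these data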;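 further: 0% = DMSO wells with enzyme and 100% = wells lacking Arfgap1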
# Target sequence (Q62848 1-136 limits assumed): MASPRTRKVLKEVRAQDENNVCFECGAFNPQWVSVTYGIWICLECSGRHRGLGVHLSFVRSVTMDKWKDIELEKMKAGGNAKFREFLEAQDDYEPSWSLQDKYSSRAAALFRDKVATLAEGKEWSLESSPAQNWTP
#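 system = rat Arfgap1 catalytic domain, aa 1-136 | technique = FP, GDP Alexa 633 tracer displaced from anti-GDP antibody, 620/688 nm | compound = one concentration, 16.5 µM, DMSO 1.26% | medium = HEPES-based buffer, pH 7.5 | timing = compound-enzyme preincubation 20 min, reaction 120 min, detection 60 min, 25 °C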
# * = called active by the depositor; i = inactive; · = no result given.
SMILES,ASAP1 GAP inh,ADAM17 inh,Tn6 DDE FP,PLC-gamma1 inh,PLC-beta3 inh,SIAE inh,Tn7 DDE FP,TDP2 absorb,ADAM10 inh,ARFGAP1 inh
O=C(c1ccccc1)C(C(=O)N1CCCCC1)n1ccccc1=O (configuration not stated),1,-2,4,-1,-3,-6,8,-8,-9,7
O=C(NCC1CCCO1)c1cc(NS(=O)(=O)c2cccs2)cc(NS(=O)(=O)c2cccs2)c1 (configuration not stated),1,-1,-1,-1,-4,-4,-12,-16,-1,4
COc1ccc(C)cc1NC(=O)CN1CCCC1c1ccc2c(c1)OCCCO2 (configuration not stated),0,-2,10,1,0,-3,7,-3,-3,-15
CCOc1ccc(C(=O)NC(C(=O)NCCc2ccc(OC(F)F)cc2)C(C)C)cc1 (configuration not stated),7,0,-1,0,-7,-1,6,7,1,8
O=[N+]([O-])c1ccc(CN2CCCCCC2)s1,-2,1,-5,1,2,10,5,14,2,4
CCN(Cc1ccc(OC)c(F)c1)C(=O)c1cc2ccccc2o1,4,0,8,-3,-9,0,-3,-1,3,-1
Cc1ccc2c(c1)C1(C(=O)N2)N2CCCC2C(C(=O)c2ccc3ccccc3c2)C12C(=O)Nc1ccccc12 (configuration not stated),-13,-3,-3,-4,-15,-3,-3,-10,-9,2
CN(C)C(=O)c1nc2ccc(Cl)cn2c1CN1CCCC(OCc2cccnc2)C1 (configuration not stated),7,0,5,-3,0,-3,-4,2,0,3
O=C(N/N=C/c1ccc(F)cc1)c1cc(-c2ccco2)nc2ccccc12,-1,-176,-3,-400,-495,10,-1,1,i,-2
O=c1oc(-c2ccc([N+](=O)[O-])cc2)nc2ccccc12,-6,0,-1,-1,-2,2,5,6,0,14
O=C(/C=C/c1cccc([N+](=O)[O-])c1)OC1CCCCC1=O (configuration not stated),8,-1,-2,4,2,1,-1,-10,-5,5
CCn1cc(CNC(=O)c2ccc3nc(Cc4ccc(OC)cc4)oc3c2)cn1,5,-1,-1,-1,-10,0,-6,-10,-1,-1
O=C(CSc1ncccn1)NCc1cccc(Cl)c1,-6,2,-3,2,2,-11,2,-4,-4,11
COc1ncnc2c1ncn2CCCNc1ccc(C)c(C)c1,-7,-4,-8,2,0,10,-5,-3,-1,-8
COc1cccc(N2CC(NS(=O)(=O)c3cccnc3)CC2=O)c1 (configuration not stated),2,-3,9,-2,3,2,3,29*,-5,-17
Cc1cccc(-n2ccnc2SCC(=O)Nc2ccc3c(c2)OCCO3)c1,15,1,-4,7,-3,3,-4,-8,1,-3
CCNC(=O)N1CCN(CCCC(c2ccc(F)cc2)c2ccc(F)cc2)CC1,-7,-4,-9,4,2,2,-6,-4,-1,4
Cn1cc(CN2CCCCC2CO)c(-c2ccc(Oc3ccccc3)cc2)n1 (configuration not stated),-2,-1,7,3,2,11,-5,5,-2,2
COc1cccc2sc3ccc(NCc4ccc5c(c4)OCO5)cc3c(=O)c12,-2,-3,-6,-63,-79,8,3,5,-6,3
COc1cccc(NC(=S)N(CCN(C)C)C(C)c2cccnc2)c1 (configuration not stated),-1,-5,10,-3,-5,5,6,5,-10,-8
CN(C)c1ccc(/C=C/c2nc3ccccc3c(=O)n2CCO)cc1,4,-7,-11,i,i,0,-35,-20,8,2
COc1cccc(C(=O)NCCCn2ccnc2)c1,-4,-2,-3,4,1,0,-1,3,-3,7
COCCCN1C(=O)C(CC(=O)NCCN2CCOCC2)CC(C(=O)N2CCCCCC2)=C1C (configuration not stated),-13,-6,1,0,-2,-2,-1,13,-3,-15
CC(=O)N/C(=C\c1ccccc1)C(=O)OCC(=O)Nc1cc(S(=O)(=O)N(C)C)ccc1Cl,0,-1,4,-3,-4,2,4,4,-6,-1
COc1ccc(NC(=O)c2ncn[nH]2)cc1,-1,-3,-2,0,3,1,5,0,-10,-2
COc1cc(/C=N/Nc2ccc(C(=O)O)cc2)cc(OC)c1OC,-2,-2,2,-9,-18,7,-6,13,-7,2
Cc1ccccc1C(=O)N(C)[C@H]1C[C@H]2c3[nH]c4c(-c5ccccc5)cccc4c3CCN2C[C@H]1[C@H](C)O,·,-34,2,-146,-183,-1,-2,2,-120,·
CC(C)CC(=O)Nc1ccc2ccccc2c1,1,0,0,4,0,-2,-9,2,4,8
CCN(CC)C(=O)CSc1nnc(-c2ccc(F)cc2)n1N,10,-3,4,-4,3,2,-1,-2,5,-10
CCOC(=O)c1cnn(-c2ccccc2)c1N,-9,0,3,2,1,-1,-5,9,2,3
Cc1cc(C)c2sc(N(CCCN(C)C)C(=O)c3ccc(S(=O)(=O)N(C)Cc4ccccc4)cc3)nc2c1,10,2,1,4,-7,7,-4,-11,5,7
O=[N+]([O-])c1ccc2oc(-c3cccc(O)c3)nc2c1,-13,0,-4,0,-7,2,0,-9,10,-5
Cc1nc2c3cnn(-c4ccc(C)c(C)c4)c3ncn2n1,-6,-4,-5,-11,-13,-5,4,3,-5,4
C=CCOn1c(=O)c(C)[n+]([O-])c2ccccc21,-4,-12,9,-23,-30,0,8,1,-22,-2
CCN1CCN(c2nc3c(C)cccn3c(=O)c2/C=C(\C#N)C(=O)NCCCOC)CC1,9,-227,-1,-76,-112,4,-5,1,i,-1
C[C@@H]1CN([C@H](C)CO)C(=O)CCCn2nncc2CO[C@H]1CN(C)Cc1ccc2c(c1)OCO2,10,0,9,3,3,6,0,4,4,4
COc1ccc(NC(=O)C(C)N2CCN(C)CC2)cc1 (configuration not stated),11,0,6,1,-2,9,-2,2,-7,-5
CC(C)c1csc(CN2CCC(CO)(Cc3cccc(F)c3)CC2)n1,1,0,-5,5,-13,-1,6,-7,-1,8
Nc1ccc(O)c([N+](=O)[O-])c1,-5,-2,-3,21*,7,-1,-8,-11,4,1
CC(=O)c1cc(-c2ccccc2)n(CC(=O)N2CCC(N3CCCCC3)CC2)c1C,-6,-2,4,-2,-2,2,0,-5,-8,2
Cc1ccc(C(=O)NN2C(=O)/C(=C/c3cn(C)c4ccccc34)SC2=S)cc1,1,-1,-2,-2,0,-1,-4,1,-5,-1
COc1ccc(NC(=O)CSc2nc3ccsc3c(=O)n2CCC(=O)O)cc1,-1,-2,-7,2,1,8,-5,10,-8,4
Cc1ccc(-c2csc(NC(=O)CSc3nnc4c(n3)[nH]c3ccccc34)n2)cc1,0,5,4,1,-4,-42,-5,-4,-4,9
O=C(NCc1ccc(F)cc1Cl)C1CCN(S(=O)(=O)N2CCCCC2)CC1,11,1,0,5,-1,-4,-4,-15,7,-8
O=C(Nc1ccc(Cl)cc1)Nc1ccc2c(c1)N1CCN=C1S2,0,-1,-20,2,2,19*,9,-12,-6,6
COc1cc(N)c2ncsc2c1,-6,0,1,-6,-9,12,7,7,-16,11
Cc1ccc(SCC(=O)OCC(=O)NCc2cccs2)cc1,11,0,-2,-3,-8,1,-4,8,0,-3
CCCOC(=O)C1=C(C)NC(=O)NC1c1ccc(Br)s1 (configuration not stated),-12,3,6,1,0,7,1,1,3,-3
O=C(CCc1c[nH]c2ccccc12)Nc1ccc(Nc2cccnc2)cc1,6,0,-6,2,4,11,3,1,-3,2
CSc1ccccc1NC(=O)Cc1ccc(Br)cc1,9,0,-7,4,-3,-4,-2,-10,3,13
O=C(c1cccs1)N1CC[C@H]2[C@H](CCCN2Cc2cc(F)cc(F)c2)C1,·,-5,5,1,-4,3,3,-4,-10,·
COC(=O)c1cc2c(c3c4ccccc4n(S(=O)(=O)c4cccc(C)c4)c13)C(=O)N(Cc1ccc(N(C)C)cc1)C2,5,0,-4,-18,-24,0,-1,2,3,8
COc1ccc(CC(=O)OCc2nnc(C3COc4ccccc4O3)o2)cc1OC (configuration not stated),-6,-3,2,-1,-2,1,9,12,4,-3
O=[N+]([O-])/C(N=Nc1ccccc1)=N\Nc1ccccc1,-4,0,10,-1,-4,-5,-2,-13,-4,-1
O=C(CN1CCN(S(=O)(=O)c2ccccc2F)CC1)Nc1ccccc1C(=O)c1ccccc1,-4,3,-4,2,0,-10,-6,-14,0,-14
O=C(COC(=O)CNC(=O)c1ccccc1F)Nc1cccnc1Cl,-8,-4,-8,5,3,1,0,-5,7,9
Cc1ccc(C)c(S(=O)(=O)Nc2ccc(C(=O)NCCc3ccccn3)cc2)c1,-6,-1,-1,1,-6,-4,3,-7,9,16
O=C(O)c1ccc(N2CCN(C(c3ccccc3)c3ccccc3)CC2)c([N+](=O)[O-])c1,-3,-1,-7,-2,-10,-2,-2,0,0,-12
CSc1ccc(CNC2CC2)cc1,5,2,7,-2,3,-2,0,4,0,-9
Cc1cc(C)nc(N2CCCC(C(=O)Nc3cccc(Cl)c3)C2)n1 (configuration not stated),-3,1,2,0,0,-1,-1,2,4,-13

# An excerpt from above with just Tn7 DDE FP and ASAP1 GAP inh:
smiles	Tn7 DDE FP	ASAP1 GAP inh
COc1cc(N)c2ncsc2c1	7	-6
Cc1ccc(SCC(=O)OCC(=O)NCc2cccs2)cc1	-4	11

# (cont.)
SMILES,ASAP1 GAP inh,ADAM17 inh,Tn6 DDE FP,PLC-gamma1 inh,PLC-beta3 inh,SIAE inh,Tn7 DDE FP,TDP2 absorb,ADAM10 inh,ARFGAP1 inh
COc1ccc(-c2ccc(SCC(=O)N3CCOCC3)nn2)cc1OC,-8,-3,-3,2,-3,-6,-5,11,-2,-2
CCOC(=O)C1=C(C)NC(SC(C)=O)=NC1c1ccc(OC(C)=O)c(OC)c1 (configuration not stated),-5,-2,-5,1,-1,-4,-2,1,-4,-3
CCCSc1nc2c([nH]1)c(=O)n(C)c(=S)n2C,4,-1,2,-1,1,-5,4,-4,-8,-2
CCNC(=O)Oc1ccc(-c2csnn2)cc1,2,2,4,0,2,-1,9,-11,-4,12
COC(=O)[C@@]1(Cc2ccc(OC)cc2)[C@@H]2[C@@H](CC(=O)[C@H]2CC(=O)C(=O)N(C)C)CN1C(=O)c1ccccc1,7,-1,1,-5,-8,8,-9,5,0,2

# Full records from above. Order of screens: ASAP1 GAP inh | ADAM17 inh | Tn6 DDE FP | PLC-gamma1 inh | PLC-beta3 inh | SIAE inh | Tn7 DDE FP | TDP2 absorb | ADAM10 inh | ARFGAP1 inh
# `COc1cccc(C(=O)NCCCn2ccnc2)c1` across the screens: -4 | -2 | -3 | 4 | 1 | 0 | -1 | 3 | -3 | 7
# `Cc1nc2c3cnn(-c4ccc(C)c(C)c4)c3ncn2n1` across the screens: -6 | -4 | -5 | -11 | -13 | -5 | 4 | 3 | -5 | 4
# `O=C(COC(=O)CNC(=O)c1ccccc1F)Nc1cccnc1Cl` across the screens: -8 | -4 | -8 | 5 | 3 | 1 | 0 | -5 | 7 | 9

# From PubChem BioAssay

# The order is random; any-hit rate near 3.6%.
